Rtt109 Vps75 – blocks Candida albicans Rtt109/Vps75 acetyltransferase activity; purified Rtt109/Vps75, ThioGlo CoA-SH fluorescence, 4 h; Q5AAJ8; inhibition, % at 34.9 µM; 330,000 compounds, 0.16% hits;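 active = inhibition of at least 50% in every replicate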
Target sequence (Q5AAJ8 whole entry, looked up): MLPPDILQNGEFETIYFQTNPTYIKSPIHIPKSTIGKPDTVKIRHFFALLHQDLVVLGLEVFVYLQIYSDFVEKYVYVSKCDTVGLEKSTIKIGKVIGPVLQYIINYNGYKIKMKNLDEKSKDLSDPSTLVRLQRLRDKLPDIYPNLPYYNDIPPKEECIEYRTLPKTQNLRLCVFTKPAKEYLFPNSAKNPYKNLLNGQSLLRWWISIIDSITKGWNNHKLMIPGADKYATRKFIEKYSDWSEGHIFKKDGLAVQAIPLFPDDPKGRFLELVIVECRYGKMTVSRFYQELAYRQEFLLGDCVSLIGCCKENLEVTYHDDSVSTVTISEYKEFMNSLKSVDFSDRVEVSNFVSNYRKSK
dFosB activator – enhances mouse delta FosB homodimer DNA binding; purified delta FosB, TAMRA-CDK5 oligo fluorescence polarization; percent of positive-control signal above neutral wells; activation, % at 25 µM; 340,000 compounds, 0.99% hits;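 active = mean activation above about 17%, with every replicate also reaching it, limit read from the data, passing the limit was not always enough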;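 note: fluorescence polarization rise as delta FosB binds a TAMRA Cdk5 AP-1 oligo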
Target sequence (P13346 whole entry, looked up): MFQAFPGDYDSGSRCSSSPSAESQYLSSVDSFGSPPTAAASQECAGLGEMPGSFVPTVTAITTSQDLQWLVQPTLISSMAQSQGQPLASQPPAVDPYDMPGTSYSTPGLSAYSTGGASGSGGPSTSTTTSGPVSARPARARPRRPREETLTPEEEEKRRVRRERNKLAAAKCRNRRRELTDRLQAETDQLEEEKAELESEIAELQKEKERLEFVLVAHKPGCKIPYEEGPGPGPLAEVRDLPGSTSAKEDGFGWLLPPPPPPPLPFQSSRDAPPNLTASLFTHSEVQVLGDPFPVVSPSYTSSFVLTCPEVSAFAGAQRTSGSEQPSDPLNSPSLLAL
CAL PDZ FP-1 – human CAL PDZ-peptide interaction inhibition; Q9HD26; purified CAL PDZ, TMR-peptide fluorescence polarization, 1 h; inhibition, % at 20 µM; 330,000 compounds, 0.02% hits; AID 504414;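 active = highest replicate inhibition of at least 40%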;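 note: plate controls were DMSO neutral control wells for no effect and unlabeled competitor peptide control wells for full effect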
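material = purified tagged CAL PDZ domain construct (CerCALP) | compound dosing = 20 µM, one dose | times = 1 h at RT | measured by = fluorescence polarization from S- and P-plane intensities, G-factor corrected | read-out = inhibition from polarization loss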
MITF TRPM1 HTS – increases MITF-driven TRPM1 promoter luciferase signal; activation, % at 12.5 µM; 300,000 compounds, 0.75% hits; SK-MEL-5 TRPM1-promoter luciferase, 24 h; % of positive control, neutral wells = 0;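 active = mean activation of at least 80% with every replicate also reaching 80%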;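 note: 0% = neutral control wells and 100% = parthenolide positive control wells; values of inactives mirror those of a sister screen read the other way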
CAL PDZ FP-2 – inhibitors of human CAL PDZ peptide binding; Q9HD26; AID 602252; purified CAL PDZ, TMR-peptide fluorescence polarization, 1 h; 300,000 compounds, 0.92% hits; inhibition, % at 24.9 µM;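 active = mean inhibition of at least 30% with at least half of replicates also reaching 30%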;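 note: 0% = DMSO neutral control and 100% = excess unlabeled competitor peptide PRC23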
Tat transport – E. coli Tat transport inhibition; E. coli MC4100 TorA-mCherry Tat export, fluorescence; inhibition, % at 10 µM; 340,000 compounds, 0.036% hits;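 active = mean replicate inhibition at least 50% and at least half of replicates individually reaching 50%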;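 note: exported cargo escapes ClpAP degradation while cytoplasmic cargo is degraded and loses fluorescence; 0% = median of neutral control wells and 100% = median of NaSCN control wells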
RTF Ca sens act – increases calcium sensitivity of human cardiac regulated thin filaments; P19429+P45379; IANBD-labeled TnC RTF fluorescence at EC20 calcium; 0% EC20 calcium, 100% full calcium; activation, % at 7.2 µM; 340,000 compounds, 0.24% hits; AID 493008;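 active = activation above the mean over all tested compounds plus 3 SD, cut at about 30% in these data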;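 note: rise in fluorescence read as greater calcium sensitivity of cardiac thin filaments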
V-ATPase pHluor – alters yeast V-ATPase proton transport; response, % at 10 µM; S. cerevisiae, pHLuorin cytosolic pH fluorescence; 350,000 compounds, 0.37% hits; in the data active = response mostly above about 7.3%, no sharp cut-off; inactive = mostly below about 5.4%; note: actives read high; inactives centre near 0; some compounds called inactive have numbers as strong as hits; reference of the scale not given here
Wnt act – activators of Wnt/beta-catenin signaling; Wnt/beta-catenin reporter cell assay, activator, plate reader; activation, % at 9.35 µM; 300,000 compounds, 1.2% hits; AID 743398; in the data active = activation above about 30%, passing the limit was not always enough;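 note: 0% = neutral control wells and 100% = positive control wells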
CDK5 inh – CDK5/p35 (human) kinase inhibition; Recombinant CDK5/p35, ADP-Glo luminescence, 60 min; 330,000 compounds, 0.01% hits; inhibition, % at 10 µM;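 active = highest replicate inhibition of at least 50% and at least 75% of replicates reaching 50%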;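 note: plate controls were DMSO neutral control for no effect and GW8510 at 10 µM for full effect; many of its hits are not listed in these tables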
Starred values were filed as active, the others as inactive.

Preview, two compounds:
`COCCNC(=S)N/N=C(\C)c1ccc(Cl)c(Cl)c1` gave Rtt109 Vps75 22.9, dFosB activator -12.0, CAL PDZ FP-1 -0.9, Tat transport 7.3, RTF Ca sens act -5.9, V-ATPase pHluor -2.4, Wnt act -0.5 and CDK5 inh -4.7.
Screening CC1(C)C(=O)NCCN1C(=O)CSc1nccc(-c2ccc(Br)cc2)n1 returned dFosB activator -10.1, CAL PDZ FP-1 -3.6, MITF TRPM1 HTS -9.6, CAL PDZ FP-2 -8.2, Tat transport 3.5, RTF Ca sens act 2.9, V-ATPase pHluor -1.5 and CDK5 inh 2.2.

The listing, previewed entries included:
`COCCNC(=S)N/N=C(\C)c1ccc(Cl)c(Cl)c1` gave Rtt109 Vps75 22.9, dFosB activator -12.0, CAL PDZ FP-1 -0.9, Tat transport 7.3, RTF Ca sens act -5.9, V-ATPase pHluor -2.4, Wnt act -0.5 and CDK5 inh -4.7.
Screening CC1(C)C(=O)NCCN1C(=O)CSc1nccc(-c2ccc(Br)cc2)n1 returned dFosB activator -10.1, CAL PDZ FP-1 -3.6, MITF TRPM1 HTS -9.6, CAL PDZ FP-2 -8.2, Tat transport 3.5, RTF Ca sens act 2.9, V-ATPase pHluor -1.5 and CDK5 inh 2.2.
O=Cc1ccc(OCC(=O)NC(=O)NC2CCCCC2)cc1 was read as Rtt109 Vps75 0.9, dFosB activator -1.7, CAL PDZ FP-1 -2.3, MITF TRPM1 HTS 2.1, CAL PDZ FP-2 -0.4, Tat transport 1.7, RTF Ca sens act -2.6, V-ATPase pHluor -0.9, Wnt act -0.5 and CDK5 inh -0.9.
`CCn1cc(C(=O)OCC(=O)N(C)Cc2ccccc2)c(=O)c2ccc(C)nc21` gave Rtt109 Vps75 -3.6, dFosB activator -7.5, CAL PDZ FP-1 -1.3, MITF TRPM1 HTS -6.2, CAL PDZ FP-2 2.9, Tat transport -1.4, RTF Ca sens act 0.8, V-ATPase pHluor -0.5, Wnt act -1.3 and CDK5 inh -0.5.
For Cc1cccc(NC(=O)N2CCc3ccccc3C2)c1C the results were Rtt109 Vps75 -5.0, dFosB activator 3.5, CAL PDZ FP-1 -0.9, MITF TRPM1 HTS 41.5, CAL PDZ FP-2 -0.6, Tat transport 5.7, RTF Ca sens act 0.5, V-ATPase pHluor -0.9, Wnt act 0.9 and CDK5 inh 1.6.
For Cc1cc(OC(C)C(=O)NCCCn2ccnc2)c2c(C)c(C)c(=O)oc2c1 (stereo unspecified) the results were Rtt109 Vps75 -11.5, dFosB activator -12.2, CAL PDZ FP-1 0.1, MITF TRPM1 HTS 5.2, CAL PDZ FP-2 -4.8, Tat transport -4.8, RTF Ca sens act 2.6, V-ATPase pHluor 2.6, Wnt act 0.1 and CDK5 inh -0.5.
Screening CN(CC(=O)Nc1ccccc1Br)CC(=O)NC(c1ccccc1)c1ccccc1 returned Rtt109 Vps75 4.5, dFosB activator -8.5, CAL PDZ FP-1 -2.4, MITF TRPM1 HTS 1.9, CAL PDZ FP-2 -2.3, Tat transport 10.6, RTF Ca sens act 2.0, V-ATPase pHluor -4.7, Wnt act -1.5 and CDK5 inh -0.4.
`CCOC(=O)N/N=C/c1ccc(OCCSc2ccc(Cl)cc2)c(OC)c1` gave Rtt109 Vps75 5.1, dFosB activator 0.1, CAL PDZ FP-1 -0.5, MITF TRPM1 HTS 13.3, CAL PDZ FP-2 -2.1, Tat transport -6.3, RTF Ca sens act -8.7, V-ATPase pHluor 2.3, Wnt act 2.4 and CDK5 inh 0.7.
O=C(Nc1nnc(-c2ccco2)o1)C1CC1 was read as Rtt109 Vps75 4.7, dFosB activator -3.1, CAL PDZ FP-1 -1.7, MITF TRPM1 HTS 4.3, CAL PDZ FP-2 0.9, Tat transport -4.5, RTF Ca sens act 1.2, V-ATPase pHluor 0.9, Wnt act 1.9 and CDK5 inh -0.2.
Cc1ccccc1NC(=O)Nc1cc(S(N)(=O)=O)ccc1C was read as Rtt109 Vps75 -6.7, dFosB activator 0.6, CAL PDZ FP-1 0.2, MITF TRPM1 HTS 7.5, CAL PDZ FP-2 -0.1, Tat transport 2.5, RTF Ca sens act -4.2, V-ATPase pHluor 0.8, Wnt act -1.2 and CDK5 inh -0.2.
`CC(=O)Nc1cccc(NC(=O)C(=O)Nc2ccc3c(c2)N(C(=O)C2CC2)CCC3)c1` gave dFosB activator 3.0, CAL PDZ FP-1 -3.4, MITF TRPM1 HTS 56.7, CAL PDZ FP-2 -8.7, Tat transport -1.2, RTF Ca sens act 2.8, V-ATPase pHluor -1.5, Wnt act 27.8 and CDK5 inh 0.0.
For COc1cccc(NC(=O)c2oc3ccc(S(=O)(=O)N4CCOCC4)cc3c2C)c1 the results were Rtt109 Vps75 16.5, dFosB activator -10.9, CAL PDZ FP-1 -1.5, MITF TRPM1 HTS -2.0, CAL PDZ FP-2 -1.4, Tat transport 8.7, RTF Ca sens act -1.4, V-ATPase pHluor -1.6, Wnt act -1.0 and CDK5 inh 0.5.
For Cc1ccccc1NC1=C(Cl)C(=O)N(C2CCCCC2)C1=O the results were Rtt109 Vps75 -3.5, dFosB activator 0.6, CAL PDZ FP-1 -0.8, MITF TRPM1 HTS -1.2, CAL PDZ FP-2 -2.5, Tat transport 6.6, RTF Ca sens act 1.4 and V-ATPase pHluor -0.1.
COC(c1ccccc1)c1nnc(CCC(=O)N(C)CCc2ccccc2)o1 (stereo unspecified) was read as dFosB activator -3.5, CAL PDZ FP-1 -1.4, MITF TRPM1 HTS 9.4, CAL PDZ FP-2 -2.5, Tat transport 11.0, RTF Ca sens act 12.2, V-ATPase pHluor 0.3, Wnt act 4.7 and CDK5 inh -1.2.
Screening CC(C)c1nc(C(=O)N2CCCC(N3CCN(c4cccc(Cl)c4)CC3)C2)cs1 (stereo unspecified) returned Rtt109 Vps75 -4.4, dFosB activator -7.6, CAL PDZ FP-1 -0.7, MITF TRPM1 HTS -0.2, CAL PDZ FP-2 4.4, Tat transport 6.9, RTF Ca sens act -3.1, V-ATPase pHluor 4.9, Wnt act 1.4 and CDK5 inh 1.6.
O=C(CSc1n[nH]c(-c2ccco2)n1)Nc1ccccc1F was read as Rtt109 Vps75 -14.4, dFosB activator 2.4, CAL PDZ FP-1 -3.2, MITF TRPM1 HTS 1.3, CAL PDZ FP-2 -4.0, Tat transport -5.7, RTF Ca sens act 5.4, V-ATPase pHluor -0.3, Wnt act 0.0 and CDK5 inh -0.1.
Screening COc1ccccc1CC(=O)Nc1ccc(-c2noc(COc3ccc(Cl)c(C)c3)n2)cc1 returned Rtt109 Vps75 10.7, dFosB activator 13.9, CAL PDZ FP-1 -0.9, MITF TRPM1 HTS 2.2, CAL PDZ FP-2 0.2, Tat transport 5.3, RTF Ca sens act -4.1, V-ATPase pHluor 5.2 and CDK5 inh 0.5.
For Cc1ccc(CS(=O)(=O)CCC(=O)NCCc2ccccc2)cc1 the results were Rtt109 Vps75 -5.6, dFosB activator -10.3, CAL PDZ FP-1 0.0, MITF TRPM1 HTS 6.4, CAL PDZ FP-2 11.9, Tat transport -9.9, RTF Ca sens act -4.0, V-ATPase pHluor 2.8, Wnt act 16.8 and CDK5 inh 0.9.
COC(=O)c1[nH]c2cc(OC)ccc2c1N=CN(C)C was read as Rtt109 Vps75 9.9, dFosB activator 7.7, CAL PDZ FP-1 -0.8, MITF TRPM1 HTS -12.9, CAL PDZ FP-2 -1.6, Tat transport -3.7, RTF Ca sens act -1.6, V-ATPase pHluor 4.8, Wnt act 2.8 and CDK5 inh 0.7.
Screening COc1ccc([N+](=O)[O-])cc1NC(=O)C(C)N1CCCC1 (stereo unspecified) returned Rtt109 Vps75 -2.9, dFosB activator 0.6, CAL PDZ FP-1 -2.6, MITF TRPM1 HTS -4.0, CAL PDZ FP-2 1.0, Tat transport -9.7, RTF Ca sens act -6.0, V-ATPase pHluor 2.3, Wnt act -5.9 and CDK5 inh -3.2.
COC(=O)Nc1nncs1 was read as dFosB activator -5.2, CAL PDZ FP-1 1.1, MITF TRPM1 HTS 4.2, CAL PDZ FP-2 -5.5, Tat transport 8.9, RTF Ca sens act 3.7, V-ATPase pHluor -1.2, Wnt act 2.8 and CDK5 inh 0.9.
Screening Cc1cc(N/C=C2\CCCCC2=O)no1 returned Rtt109 Vps75 5.9, dFosB activator -1.4, CAL PDZ FP-1 -0.3, MITF TRPM1 HTS 24.6, CAL PDZ FP-2 -3.6, Tat transport 6.9, RTF Ca sens act -1.2, V-ATPase pHluor -1.5, Wnt act 3.2 and CDK5 inh 0.1.
Screening COc1cccc(NC(=O)CN(c2cccc(C(F)(F)F)c2)S(C)(=O)=O)c1 returned Rtt109 Vps75 3.9, dFosB activator -1.6, CAL PDZ FP-1 2.5, MITF TRPM1 HTS 0.7, CAL PDZ FP-2 -1.0, Tat transport -0.9, RTF Ca sens act -8.9, V-ATPase pHluor 0.5 and CDK5 inh 0.5.
CCc1cc(C(=O)Nc2nc(-c3ccccn3)cs2)sc1C was read as Rtt109 Vps75 -8.8, dFosB activator -18.9, CAL PDZ FP-1 0.7, MITF TRPM1 HTS -2.5, CAL PDZ FP-2 1.8, Tat transport -2.3, RTF Ca sens act 1.8, V-ATPase pHluor -3.1, Wnt act -8.4 and CDK5 inh -0.7.
Screening CCn1cc(CN2CCCC(C(=O)c3ccc(-c4ccccc4)c(F)c3)C2)cn1 (stereo unspecified) returned Rtt109 Vps75 1.4, dFosB activator -7.8, CAL PDZ FP-1 -2.0, MITF TRPM1 HTS 5.8, CAL PDZ FP-2 -0.4, Tat transport 8.4, RTF Ca sens act -7.2, V-ATPase pHluor 2.7, Wnt act 1.4 and CDK5 inh -0.3.
`c1ccc(OCCn2c(-c3ccco3)nc3ccccc32)cc1` gave Rtt109 Vps75 2.5, dFosB activator -7.3, CAL PDZ FP-1 -0.2, MITF TRPM1 HTS 17.1, CAL PDZ FP-2 -3.4, Tat transport 3.8, RTF Ca sens act 4.4, V-ATPase pHluor -0.1, Wnt act 8.2 and CDK5 inh 0.1.
Screening CN(C)CCCNS(=O)(=O)c1ccc(NC2CCCCCC2)c([N+](=O)[O-])c1 returned Rtt109 Vps75 9.4, dFosB activator 5.7, CAL PDZ FP-1 -2.9, MITF TRPM1 HTS 2.2, CAL PDZ FP-2 -2.6, Tat transport 0.9, RTF Ca sens act -4.6, V-ATPase pHluor 1.8, Wnt act -5.0 and CDK5 inh 0.2.
Screening COc1ccccc1N=CC1=C(O)CC(c2ccccc2)CC1=O (stereo unspecified) returned Rtt109 Vps75 5.8, dFosB activator -1.3, CAL PDZ FP-1 -1.9, MITF TRPM1 HTS -16.7, CAL PDZ FP-2 -1.8, Tat transport 0.1, RTF Ca sens act 3.5, V-ATPase pHluor -0.4, Wnt act -8.5 and CDK5 inh 1.7.
Screening O=C(COc1ccc(Br)cc1)N(CCO)CCO returned Rtt109 Vps75 2.9, dFosB activator -3.7, CAL PDZ FP-1 0.2, MITF TRPM1 HTS 9.6, CAL PDZ FP-2 0.5, Tat transport -3.5, RTF Ca sens act 7.7, V-ATPase pHluor -0.7, Wnt act 0.4 and CDK5 inh 0.7.
`COc1ccc(CNC(=O)CCCNC(=O)c2ccc(Cl)cc2)cc1OC` gave Rtt109 Vps75 3.6, dFosB activator 5.8, CAL PDZ FP-1 0.3, MITF TRPM1 HTS -0.5, CAL PDZ FP-2 -2.3, Tat transport -4.1, RTF Ca sens act -3.3, V-ATPase pHluor -0.8, Wnt act 0.4 and CDK5 inh -1.8.

Screening results as filed in PubChem BioAssay.
